# Source: PubChem BioAssay
# STAT1 inh = inhibitors of IFN-gamma induced STAT1 signaling. NIH 3T3 STAT1-luciferase reporter, luminescence. inhibition, % at 5.5 µM. 200,000 compounds, 0.35% hits;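 active = inhibition above a set limit, the mean inhibition across all tested compounds plus 3 SD, cut at about 34% in these data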;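 also: 0% = IFN-gamma with DMSO and 100% = IFN-gamma with 300 µM nifuroxazide; values of inactives mirror those of a sister screen read the other way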
# ROMK mod = human ROMK K+ channel modulation, primary screen | Tet-inducible ROMK, thallium flux fluorescence; actives lie on both sides | B-score at 10 µM | 130,000 compounds, 2% hits | AID 1918;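 active = signal ratio slope over the read window, or its plate-corrected B-score, at least 3 SD from the plate mean, either direction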;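 also: B-score of the F/F0 ratio slope over 7 to 12 s after thallium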
# Target sequence (P48048 whole entry, looked up): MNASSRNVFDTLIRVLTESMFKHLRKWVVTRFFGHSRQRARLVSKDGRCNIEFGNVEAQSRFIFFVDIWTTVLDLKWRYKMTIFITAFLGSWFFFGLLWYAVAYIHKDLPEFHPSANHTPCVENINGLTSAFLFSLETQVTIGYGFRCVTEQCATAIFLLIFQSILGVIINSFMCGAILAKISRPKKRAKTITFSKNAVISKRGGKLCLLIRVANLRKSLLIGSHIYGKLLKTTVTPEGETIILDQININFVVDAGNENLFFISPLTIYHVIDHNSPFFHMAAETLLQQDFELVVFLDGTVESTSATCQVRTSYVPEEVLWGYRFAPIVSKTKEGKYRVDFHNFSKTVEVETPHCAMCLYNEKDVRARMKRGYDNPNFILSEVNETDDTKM
# STAT3 inh = reduces IL-6 driven STAT3 reporter signal; AID 862; 190,000 compounds, 0.89% hits; U3A cells, IL-6 STAT3-luciferase reporter, luminescence; host cell line lacks STAT1; inhibition, % at 5.5 µM;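 active = inhibition above the mean inhibition across all screened compounds plus 3 SD, cut at about 44% in these data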;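 also: 0% = DMSO only wells and 100% = 100 µM nifuroxazide control wells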
# STAT3 act = STAT3 signaling activation; U3A cells, IL-6 STAT3-luciferase reporter, luminescence; 100% = signal with IL-6 EC80 alone; activation (% of control), % at 5.6 µM; 190,000 compounds, 0.91% hits; AID 871;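 active = activation above the screen-wide mean of compound activation plus 3 SD, cut at about 130% in these data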;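 also: 0% = background luminescence of wells with medium and substrate only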
#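 Material: STAT3-luciferase reporter U3A cells. Controls: IL-6-treated wells, 100% activation. Read-out: % activation versus median of IL-6-stimulated wells. Probe or stimulus: IL-6 stimulus at 33 ng/mL final. Timing: compound 1 h, then IL-6 6 h at 37 °C. Signal: reporter luminescence signal.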
# APP 5UTR inh = APP translation inhibition | AID 1285 | 190,000 compounds, 0.82% hits | SH-SY5Y APP 5'UTR-luciferase reporter, luminescence | inhibition, % at 2 µM;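 active = inhibition above a set limit, derived from the sample mean plus 3 SD, cut at about 45% in these data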; also: values of inactives mirror those of a sister screen read the other way
# STAT1 activator = increases IFN-gamma driven STAT1 reporter signal; NIH 3T3 STAT1-luciferase reporter, luminescence; 100% = IFN-gamma alone, no compound; activation (% of control), % at 5.5 µM; 200,000 compounds, 2.6% hits;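 active = activation above the screen-wide mean activation plus 3 SD, cut at about 130% in these data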;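 also: raw ratio to IFN-gamma control signal so 100% means no change and 0% no light; values of inactives mirror those of a sister screen read the other way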
# FLuc act counter = affects firefly luciferase, flagging false hits in luciferase stimulation screens | P08659 | ATPlite luciferase biochemical, luminescence, 10 min; 0 = ATP-free wells, 1 = DMSO control | activation factor at 10 µM | 200,000 tested, under 10 active | AID 1027;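 active = luciferase activation factor, scaled between plate controls, of at least 2 with compound at 10 µM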
# Target sequence (P08659 whole entry, looked up): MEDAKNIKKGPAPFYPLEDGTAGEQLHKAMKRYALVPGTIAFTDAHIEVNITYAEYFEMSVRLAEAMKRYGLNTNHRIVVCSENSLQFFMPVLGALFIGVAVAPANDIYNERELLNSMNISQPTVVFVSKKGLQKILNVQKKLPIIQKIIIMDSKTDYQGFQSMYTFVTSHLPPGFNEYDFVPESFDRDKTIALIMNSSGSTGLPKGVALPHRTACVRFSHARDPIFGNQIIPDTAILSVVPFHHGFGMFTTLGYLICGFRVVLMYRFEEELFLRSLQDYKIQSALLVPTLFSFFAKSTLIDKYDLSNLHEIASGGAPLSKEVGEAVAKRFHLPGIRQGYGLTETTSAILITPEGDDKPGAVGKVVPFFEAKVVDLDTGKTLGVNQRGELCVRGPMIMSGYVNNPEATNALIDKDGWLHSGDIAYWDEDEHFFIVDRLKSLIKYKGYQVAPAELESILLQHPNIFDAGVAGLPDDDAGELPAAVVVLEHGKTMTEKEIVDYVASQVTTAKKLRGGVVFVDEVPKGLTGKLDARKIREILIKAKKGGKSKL
#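 Material: Luciferase/luciferin reagent mix | Doses: Test compounds dosed from 2 mM stocks in 100% DMSO | Timing: 10 min incubation after luciferase reagent addition, room temperature | Measured by: Luminescence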
# FLuc inhib CS = Photinus pyralis luciferase inhibition counter-screen; P08659; ATPLite firefly luciferase biochemical luminescence, 10 min; inhibition, % at 10 µM; 200,000 compounds, 1.5% hits;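 active = inhibition above about 50% when tested at 10 µM, limit read from the data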
# NF-kB expr up = compounds increasing NF-kB expression in human neuronal cells | fold change at 12.5 µM | 190,000 compounds, 1.6% hits | AID 1239 | NF-kB reporter expression; stronger effect = higher value; in the data active = fold change above about 3.3
# APP 5'UTR act = APP 5'UTR luciferase reporter activation; AID 1276; SH-SY5Y APP 5'UTR luciferase reporter, luminescence; zero percent = DMSO vehicle wells; activation, % at 2 µM; 190,000 compounds, 1% hits;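 active = activation above a set limit, based on mean plus 3 SD of controls, cut at about 140% in these data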; also: values of inactives mirror those of a sister screen read the other way
# The depositor's hits bear a star; x = no result given.
# Below each compound – STAT3 act | APP 5'UTR act | APP 5UTR inh | ROMK mod | FLuc act counter | STAT3 inh | FLuc inhib CS | STAT1 inh | NF-kB expr up | STAT1 activator
1. Cn1ccnc1Sc1nc2c(c(=O)n(C)c(=O)n2C)n1C
    101 | 5 | -5 | -0.0051 | 1 | 2 | -4 | -9 | 1 | 108
2. CCn1cc([N+](=O)[O-])c(C(=O)Nc2ccc(Cn3nc(C)cc3C)cc2)n1
    99 | 7 | -7 | x | 1.1 | 6 | -7 | 0 | 1.2 | 100
3. COc1cccc(NC(=O)CC2S/C(=N\S(=O)(=O)c3ccccc3)N(c3ccccc3)C2=O)c1 (stereo unspecified)
    104 | 28 | -28 | 0.45 | 1.1 | -7 | -7 | -1 | 1.2 | 101
4. Cc1ccc2ncnc(Nc3ccccc3)c2c1
    101 | -2 | 2 | -0.92 | 1 | 7 | 0 | -21 | 1.3 | 120
5. CCn1nc(C(=O)Nc2ccccc2C)c(Cl)c1Cl
    97 | -8 | 8 | x | 1 | 5 | 3 | 5 | 1.2 | 95
6. O=C(O)c1ccccc1C(=O)NNc1ccc(Cl)cc1Cl
    98 | -15 | 15 | 0.19 | 1 | 6 | 0 | 4 | 1.2 | 95
7. CCCCNC(=O)c1onc(CSc2ccccc2)c1C(=O)O
    108 | -1 | 1 | x | 1 | -9 | 1 | -4 | 0.89 | 104
8. CCOC(=O)N1CCN(C(=O)COc2cccc3c2CCN(Cc2ccccc2F)C3=O)CC1
    91 | -11 | 12 | -0.28 | 1 | 10 | -4 | 7 | 0.71 | 94
9. CCSc1nc(N)nc(-c2cccs2)c1C#N
    104 | x | x | x | 0.9 | 1 | 6 | -14 | 2 | 112
10. Cc1cnn(-c2nc(-c3cccs3)cc(C(F)(F)F)n2)c1
    85 | 10 | -10 | -0.055 | 1 | 24 | -2 | -5 | 0.74 | 104
11. O=S(=O)(/N=C/N1CCOCC1)c1ccc(Cl)cc1
    97 | 2 | -2 | x | 1 | 4 | -4 | -7 | 1.1 | 107
12. CCOc1ccc(NC(=O)CCSc2nnc(C)s2)cc1
    98 | 2 | -2 | x | 1 | 6 | -1 | 7 | 1.1 | 94
13. Cc1ccc(NC(=S)Nc2ccc(OC(F)F)c(Cl)c2)cc1F
    90 | 10 | -10 | 0.77 | 1 | 12 | -2 | 1 | 1.1 | 99
14. CC(=O)N1CCN(C(=O)COc2ccc(Br)cc2)CC1
    98 | 4 | -4 | x | 1 | 8 | -5 | 4 | 1 | 96
15. O=C(COC(=O)c1ccc([N+](=O)[O-])s1)NCc1ccccc1
    98 | 16 | -16 | x | 1.1 | -3 | -6 | 2 | 1.1 | 98
16. Cc1ccc(CN(Cc2ccco2)C(=S)Nc2ccccc2C)cc1
    98 | -13 | 12 | -0.52 | 1.1 | 4 | -6 | -4 | 1.2 | 101
17. O=C(/C=C/Nc1ccc(F)c(F)c1)c1cccs1
    100 | 144* | -144 | x | 0.2 | 0 | 80* | -76 | 9.8* | 169*
18. Cc1cc(C)n(-c2nnc(C)n2NC(=O)c2cccc(Cl)c2)n1
    102 | 7 | -8 | 0.26 | 1.1 | 1 | -10 | 1 | 1.2 | 99
19. O=S(=O)(c1cccs1)N1CCCc2cccc(O)c21
    119 | 55 | -55 | -0.48 | 1 | -22 | 3 | -25 | 2 | 123
20. S=c1oc(-c2ccncc2)nn1CCc1ccncc1
    97 | 4 | -4 | x | 1 | 8 | -5 | 0 | 1.2 | 100
21. COC(=O)c1cc2c(ccn2-c2ccc(F)cc2)n1CC(C)C
    100 | -6 | 6 | x | 1 | 4 | 1 | -8 | 1.4 | 107
22. O=C(COC(=O)C1=COCCO1)Nc1ccccc1
    101 | 22 | -22 | 1.3 | 1 | 7 | -2 | -9 | 1.2 | 106
23. O=C(COc1cccc2cccnc12)NNC(=O)Nc1ccccc1
    100 | 16 | -16 | 0.068 | 1.1 | 7 | -6 | 3 | 1.4 | 96
24. CC(=O)Oc1ccc(C(=O)[C@H]2[C@H]3C(=O)N(c4ccc5ccccc5c4)C(=O)[C@H]3[C@@H]3C=CC=NN32)cc1
    91 | 11 | -11 | x | 1.1 | 6 | -9 | -7 | 1.2 | 107
25. CCCn1c2ccccc2c2nnc(SC(CC)C(=O)Nc3sc4c(c3C#N)CCCC4)nc21 (stereo unspecified)
    93 | 6 | -6 | 0.021 | 1 | 9 | 0 | 8 | 0.88 | 93
26. Cc1ccc(-n2nnnc2SCC(=O)N2CCc3ccccc3C2)c(C)c1
    87 | 9 | -9 | 0.27 | 1.1 | 21 | -10 | 0 | 0.86 | 101
27. CC(Sc1nc(-c2ccccc2)cc(=O)[nH]1)C(=O)O (stereo unspecified)
    107 | x | x | -0.17 | 1.1 | -8 | -8 | -8 | 1.2 | 106
28. N#Cc1c(-c2cccc(F)c2)cc(-c2ccccc2)nc1Br
    99 | -6 | 6 | 0.84 | 1.1 | 8 | -10 | -2 | 1 | 102
29. COc1cc(CNCCN2CCOCC2)ccc1OCc1ccc(Cl)cc1
    105 | 4 | -4 | -2.4 | 1 | -8 | -3 | -1 | 1.1 | 101
30. CCn1cnc2c(cnn2-c2ccccc2)c1=O
    100 | 4 | -4 | x | 1 | 4 | 0 | -8 | 2 | 107
31. O/N=C/CCn1c(=S)sc2ccccc21
    101 | 9 | -9 | x | 1 | 4 | -4 | -10 | 0.96 | 109
32. COc1ccccc1CNC(=O)c1cccs1
    102 | -2 | 2 | 0.056 | 1.1 | 4 | -6 | 8 | 1.1 | 92
33. Cc1ccc(C(=O)CC2C(=O)N(c3ccccc3)C(=S)N2c2ccccc2)cc1 (stereo unspecified)
    98 | -3 | 3 | -0.36 | 1 | 4 | -3 | 2 | 1.1 | 98
34. O=c1oc2ccccc2nc1/C=C(O)/C=C\c1ccccc1
    103 | 54 | -54 | x | 1 | 6 | -4 | -7 | 2.5 | 106
35. O=C1CN(C(=O)CCCc2c[nH]c3ccccc23)c2ccccc2N1
    102 | 7 | -7 | x | 1 | 6 | -5 | 5 | 0.9 | 95
36. Cc1cc(O)c(C2(C(F)(F)F)NCCNC2=O)cc1C (stereo unspecified)
    105 | 1 | -1 | 0.2 | 1.1 | -5 | -6 | -4 | 1.2 | 101
37. Cc1csc(=O)n1CCC(=O)O
    98 | 4 | -4 | x | 1 | 5 | -2 | -1 | 0.74 | 101
38. O=C(CSCc1cnn(-c2ccccc2)c1-n1cccc1)NCC1CCCO1 (stereo unspecified)
    97 | 20 | -20 | -0.12 | 1.1 | 10 | -5 | -3 | 0.82 | 102
39. CN1CCN(C(=O)/C=C\C(=O)O)CC1
    93 | -2 | 2 | 0.59 | 1 | 6 | -3 | 0 | 1.2 | 100
40. COc1ccc(NS(=O)(=O)c2cc(C(=O)N3CCN(C(C)=O)CC3)ccc2Cl)cc1
    103 | -10 | 10 | 0.024 | 1 | -2 | -4 | -2 | 1.2 | 101
41. Cc1cc(N2CCCCC2)nc(N2CCOCC2)n1
    102 | -4 | 4 | -0.95 | 1.1 | -3 | -8 | -6 | 0.99 | 103
42. CC(C)C(c1nnnn1C1CCCC1)N1CCN(C(=O)c2ccco2)CC1 (stereo unspecified)
    104 | -3 | 3 | x | 1 | -1 | -5 | -2 | 1.5 | 102
43. CCCn1c(=S)[nH]c2cc(C(=O)N3CCc4ccccc4C3)ccc2c1=O
    92 | -4 | 4 | -0.37 | 1 | 12 | -2 | -2 | 0.91 | 101
44. Clc1ccc(SCc2cc(Cl)nc(-c3ccccc3)n2)cc1
    111 | x | x | x | x | -8 | x | 5 | x | 95
45. CCOC(=O)c1sc(NC(=O)/C=C/c2c(F)cccc2Cl)nc1C
    112 | 7 | -8 | -0.019 | 1 | -10 | -2 | 1 | 1.2 | 99
46. CCn1c(SCC(=O)N/N=C/c2ccc(OC)c(OC)c2)nc2ccccc21
    114 | 9 | -9 | x | 0.9 | -8 | 5 | -2 | 0.71 | 102
47. COc1cc(CN2CC(=O)N(c3ccc(C)cc3)C2=S)cc(OC)c1OC
    97 | 0 | 0 | 0.055 | 1 | 1 | -1 | -1 | 1.1 | 101
48. Cc1noc(C)c1S(=O)(=O)N1CCCC(C(=O)Nc2nccs2)C1 (stereo unspecified)
    100 | 7 | -7 | x | 1 | 8 | -5 | -4 | 0.97 | 103
49. CCOc1ccc(/C(O)=C2/C(=O)C(=O)N(c3cc(C)on3)C2c2ccc(C(=O)OC)cc2)cc1 (stereo unspecified)
    101 | -2 | 2 | 1.3 | 1.1 | 7 | -6 | -5 | 1.2 | 105
50. CCn1cc(C(=O)O)c(=O)c2cc(Br)ccc21
    101 | 7 | -7 | 1.4 | 1.1 | 6 | -6 | 5 | 1.2 | 95
51. CC(C)CNC(=S)N1CCC(NC(=O)C23CC4CC(CC(C4)C2)C3)CC1
    96 | -13 | 13 | x | 1 | 9 | -5 | -5 | 1.1 | 101
52. CCOc1ccc(NC(=O)Nc2nnc(CC(=O)NCc3ccccc3)s2)cc1
    93 | -2 | 2 | 0.83 | 1 | 14 | -3 | -3 | 1.1 | 102
53. CCOC(=O)c1sc(=S)n(C)c1NC(=O)c1ccccc1C
    109 | 22 | -22 | x | 1.1 | -8 | -6 | -6 | 1.3 | 106
54. COc1ccc(-n2c(=O)c3ccccc3n(CC(=O)NC3CCCCC3)c2=O)cc1OC
    102 | -5 | 5 | -0.071 | 1 | -1 | 0 | 0 | 1 | 99
55. COC(=O)C1CCC(C)(C(=O)Nc2ccccc2)C1(C)C (stereo unspecified)
    99 | -1 | 1 | -0.066 | 1 | 4 | 4 | 4 | 1.7 | 96

# Part of the list above in order of molecular weight, highest first.
# Below each compound – STAT3 act | APP 5'UTR act | APP 5UTR inh | ROMK mod | FLuc act counter | STAT3 inh | FLuc inhib CS | STAT1 inh | NF-kB expr up | STAT1 activator
54. COc1ccc(-n2c(=O)c3ccccc3n(CC(=O)NC3CCCCC3)c2=O)cc1OC
    102 | -5 | 5 | -0.071 | 1 | -1 | 0 | 0 | 1 | 99
46. CCn1c(SCC(=O)N/N=C/c2ccc(OC)c(OC)c2)nc2ccccc21
    114 | 9 | -9 | x | 0.9 | -8 | 5 | -2 | 0.71 | 102
51. CC(C)CNC(=S)N1CCC(NC(=O)C23CC4CC(CC(C4)C2)C3)CC1
    96 | -13 | 13 | x | 1 | 9 | -5 | -5 | 1.1 | 101
45. CCOC(=O)c1sc(NC(=O)/C=C/c2c(F)cccc2Cl)nc1C
    112 | 7 | -8 | -0.019 | 1 | -10 | -2 | 1 | 1.2 | 99
44. Clc1ccc(SCc2cc(Cl)nc(-c3ccccc3)n2)cc1
    111 | x | x | x | x | -8 | x | 5 | x | 95
55. COC(=O)C1CCC(C)(C(=O)Nc2ccccc2)C1(C)C (stereo unspecified)
    99 | -1 | 1 | -0.066 | 1 | 4 | 4 | 4 | 1.7 | 96
41. Cc1cc(N2CCCCC2)nc(N2CCOCC2)n1
    102 | -4 | 4 | -0.95 | 1.1 | -3 | -8 | -6 | 0.99 | 103
